# GSIS activator – GLuc luminescence reporter in INS-1E cells, primary screen for activators of glucose-dependent secretion of insulin; INS-1E GLuc reporter insulin secretion, 2-3 h; AID 743287; 370,000 compounds, 0.61% hits; activation, % at 16.6 µM;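 active = lowest replicate activation of at least 40%, so every replicate reaches that level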;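 note: 0% = median of neutral control wells and 100% = median of IBMX positive control wells; some compounds called inactive have numbers as strong as hits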
# PAX8 inh HTS – inhibitors of PAX8 transcriptional activity in RMG-I cells; RMG-I TPO-luciferase reporter, SteadyGlo, 24 h; inhibition, % at 12.6 µM; 360,000 compounds, 1.2% hits;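 active = mean replicate inhibition at least 60% with every replicate also reaching 60%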;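 note: luciferase light reporting Pax8 driven TPO promoter activity; plate controls were median of neutral control wells for no effect and mitoxantrone controls for full effect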
# PglD DTNB – inhibitors of Campylobacter jejuni PglD acetyltransferase; purified PglD enzyme, DTNB colorimetric CoA detection; inhibition, % at 12.5 µM; 360,000 compounds, 0.098% hits; AID 602405; in the data active = inhibition above about 16%, passing the limit was not always enough; note: strong numbers were not always called active
# ARNT TACC3 PPI – disruptors of human ARNT/TACC3 interaction; Q9Y6A5; AlphaScreen His-ARNT PAS-B/GST-TACC3 binding, luminescence; TACC3 fragment carries E629A point mutation; inhibition, % at 9.99 µM; 390,000 compounds, 0.66% hits;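 active = mean inhibition of replicates at least 50% and at least half of replicates each reaching 50%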;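 note: 0% = complete ARNT plus TACC3 wells and 100% = ARNT alone without TACC3; many hits fall short of the cut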
# Cneo AK release – causes C. neoformans cell lysis; adenylate kinase release luminescence, 4 h; normalised: neutral wells 0, clomiphene wells 100; lysis activity, % at 15 µM; 360,000 compounds, 0.2% hits; AID 651654;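 active = mean lysis activity across replicates of at least 80%, whatever share of replicates individually reach that level; inactive = mean lysis activity below 80%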
#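 Signal: Adenylate kinase release luminescence | Assay system: Log-phase Cryptococcus neoformans yeast cells | Input: Cells at 5 × 10^6 per mL | Buffer or medium: Fresh YPD growth medium | Compound: Single dose | Schedule: Static 4 h at 37 °C with compound, 1 h detection | Controls: Clomiphene | Read-out: Luminescence rise reflecting yeast cell lysis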
# C2C12 statin – suppression of simvastatin myotoxicity; 330,000 compounds, 0.78% hits; C2C12 myotubes + simvastatin, ATP luminescence, 48 h; scaled: DMSO 0, geranylgeraniol control 100; rescue of ATP level, % at 7.49 µM; AID 602340;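 active = mean ATP rescue above about 67%, or every replicate alone reaching that limit, limit read from the data, passing the limit was not always enough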;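 note: myotubes were challenged with 10 µM simvastatin during compound exposure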
# PGC1a acetyl inh – PGC1a acetylation modulation, inhibitor mode; U2OS PGC1a acetylation, AlphaScreen anti-acetyl-lysine; with virally co-expressed GCN5 acetyltransferase; inhibition, % at 15.6 µM; 350,000 compounds, 0.17% hits;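 active = every replicate shows inhibition of at least 40%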;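 note: 0% = neutral control wells and 100% = positive control wells; some results beyond the cut were filed as inactive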
# LGR2 inh – Drosophila LGR2 receptor signaling inhibition; inhibition, % at 9.99 µM; HEK293 LGR2, CRE-luciferase, bursicon-stimulated, 4 h; 380,000 compounds, 0.35% hits;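 active = drop in luminescence signal, shown as inhibition above about 50% in the replicate tests, limit read from the data, passing the limit was not always enough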;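 note: agonist challenge used bursicon conditioned medium at about half maximal strength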
# Starred values were filed as active, the others as inactive; x = no result given; & = joins results of further samples.
SMILES,GSIS activator,PAX8 inh HTS,PglD DTNB,ARNT TACC3 PPI,Cneo AK release,C2C12 statin,PGC1a acetyl inh,LGR2 inh
Cc1cccnc1NC(=O)CCc1nnc2ccc(N3CCC4(CC3)OCCO4)nn12,-4,-3,1,-5,1,15,0,-6
CC(C)C#Cc1cnc2c(c1)C(=O)N([C@H](C)CO)C[C@@H](C)[C@H](CN(C)C(=O)c1ccccn1)O2,19,x,-3,2,2,0,-1,-8
COc1ccc(-c2ccc([C@H]3[C@@H](C#N)N(C(=O)NC4CCCC4)[C@@H]3CO)cc2)cc1,-5,-37,-2,7,2,29,-26,-1
CCC(C(=O)NCCCN1CCCCCC1)n1nc(C)c2sc3ccccc3c2c1=O (configuration not stated),0,-7,-12,-8,-1,-3,3,13
C[C@@H]1CN([C@@H](C)CO)C(=O)Cc2cc(NC(=O)Cn3cnnn3)ccc2O[C@H]1CN(C)C,14,-3,3,-4,2,62,-2,3
COCCCNC(=S)NNC(=S)Nc1ccc(OC)cc1,-3,2,1,6,7,11,5,-9
NC(=O)c1nsc(C(=O)N(c2cccc(F)c2)C(C(=O)NCc2ccccc2)c2ccc(O)cc2)c1N (configuration not stated),-23,1,-5,6,-3,-9,-11,16
CCNC(=O)C[C@H]1CC[C@H]2[C@@H](COC[C@H](O)CN2C(=O)C2CCCC2)O1,4,-15,-2,5,4,13,3,5
COc1ccc(-c2ccc([C@@H]3[C@@H](CO)N4C(=O)CN(C(=O)c5ccccc5)C[C@H]34)cc2)cc1,17,14,x,x,x,x,-20,-14
CN(C)CC#Cc1ccc([C@H]2[C@H](CO)N3CCCCN(C(=O)NC4CCCC4)C[C@@H]23)cc1,14,-4,-5,-6,-2,x,1,-2
CS(=O)(=O)N1CCN(c2ccc(NC(=O)c3cc4ccccc4o3)cc2)CC1,15,-32,1,-2,0,1,21,-23
Cc1cc(C)n(C(=O)CNC(=O)c2ccccc2Br)n1,3,4,5,-11,6,6,-23,-6
Cc1cccc(OCCOC(=O)CN2C(=O)NC3(CCCC3)C2=O)c1,13,-12,x,-15,x,x,x,-5
CCCC(=O)Nc1ccc2c(c1)C(=O)N(C)C[C@H](OC)[C@H](C)CN(C(=O)c1ccccn1)[C@H](C)CO2,0,5,-3,11,-5,-3,22,14
O=C(CC1CCCC1)OCn1nnc2ccccc2c1=O,x,x,6,-5,9,-2,12,x
COc1ccc(OC)c(-c2csc(NC(=O)CSCC(=O)Nc3cc(C)on3)n2)c1,-13,-2,-6,1,-1,-5,-9,6
O=C(/C=C/c1ccco1)Nc1ccccn1,5,x,-2,-2,-6,x,x,-9
Cc1ccccc1/C=C1\C(=O)Nc2ccc(F)cc21,-10,24,-4,3,-5,4,-8,4
c1ccc(-c2nnc(-c3ccccn3)c(-c3ccccn3)n2)nc1,-4,11,3,x,0,x,1,9
COc1ccccc1C(=O)Nc1nnc(SCC(=O)NC2CCCC2)s1,x,x,5,-3,-8,7,-4,x
Cc1ccc(Cn2nnc3c(=O)[nH]c(C4CCN(S(=O)(=O)Cc5ccccc5)CC4)nc32)cc1,-26,-1,5,-4,6,11,x,14
COc1ccc(-c2cnc3c(c2)C(=O)N([C@H](C)CO)C[C@@H](C)[C@H](CN(C)S(C)(=O)=O)O3)cc1,-7,x,-2,-8,-15,-1,-14,-11
COc1ccc(CN2C[C@@H](O)COC[C@@H]3O[C@@H](CC(=O)NCCN4CCCC4)CC[C@H]32)cc1,4,8,-2,1,0,4,2,-8
CN1C(=O)C(CC(=O)N2CCN(C(c3ccccc3)c3ccccc3)CC2)N(C)C1=O (configuration not stated),x,x,1,0,2,1,6,x
O=C(OCC(CO)OC(CO)n1ccc(=O)[nH]c1=O)c1ccccc1 (configuration not stated),x,3,-6,-15,0,4,-9,x
C[C@H]1CN([C@@H](C)CO)C(=O)c2cc(C3=CCCC3)cnc2O[C@H]1CN(C)Cc1ccc(F)cc1,11,x,16,5,49,8,x,4
Cc1ccc(S(=O)(=O)N2CCC(C(=O)OC(C)C(=O)NCc3ccc4c(c3)OCO4)CC2)cc1 (configuration not stated),x,x,-2,-11,0,2,x,x
CCSCc1nnc(SCC(=O)Nc2nccs2)n1CC,-5,17,x,-8,x,x,10,4
O=C(Cn1c2ccc(F)cc2c2nc3n(c(=O)c21)CCS3)Nc1ccc(Cl)cc1F,-18,36,4,-4,4,4,15,8
CCCCn1cnc2c(c(CC#N)nn2-c2ccccc2)c1=N,-4,32,x,x,x,0,5,-55
Oc1ccc(Cl)cc1CNCC1CCCO1 (configuration not stated),x,29,3,-10,0,-2,13,x
C/C(=N\OCC(=O)Nc1ccc2c(c1)OCCO2)c1ccc2c(c1)OCCO2,6,x,-2,0,1,x,-5,-13
Cc1occc1C(=O)NCc1ccccn1,x,6,-3,0,0,4,8,x
Cc1ccc(S(=O)(=O)N(C)C[C@H]2Oc3ccc(NC(=O)Nc4ccc(F)cc4)cc3C(=O)N([C@H](C)CO)C[C@H]2C)cc1,-5,-5,1,2,1,-32,-13,-9
CC(C)C#Cc1cnc2c(c1)C(=O)N([C@@H](C)CO)C[C@H](C)[C@H](CN(C)C(=O)c1ccccc1F)O2,4,1,0,0,-3,44,-7,-4
CC(C)(C)C(=O)NCCn1ccc2ccccc21,-6,-5,0,-4,4,-2,x,-9
CNC(=O)c1c(NC(=O)CS(=O)(=O)c2ccc(F)cc2)sc(C)c1C,-5,1,x,16,x,-11,x,15
O=C(Cc1ccc([N+](=O)[O-])cc1)Nc1cccc(C(=O)N2CCCCC2)c1,6,16,4,4,0,10,x,2
C[C@@H]1CN([C@@H](C)CO)C(=O)CCCn2nncc2CO[C@H]1CN(C)C(=O)c1ccccc1,-5&2,-6&9,-3&2&1,-6&1,2&1&6,0&-3&10,-17&-4&-1,4&3
O=C(c1cccs1)N1CCN(Cc2ccc3c(c2)OCO3)CC1,x,x,-6,-7,10,5,16,x
CO[C@H]1CN(C)C(=O)c2ccc(NC(=O)Nc3ccc(Cl)cc3)cc2OC[C@H](C)N(C)C[C@H]1C,-1,9,-1,-4,-7,-25,x,3
CCCOc1ccc(N2C(=O)CC(N(Cc3ccco3)C(=O)CC)C2=O)cc1 (configuration not stated),x,-8,3,-1,1,x,11,8
CCOC(=O)C1=C(C)N(c2nonc2NC(C)=O)C(N)=C(C#N)C1c1ccccc1F (configuration not stated),x,x,2,-4,4,-17,1,x
C=CCN(CC=C)CCOc1ccccc1[N+](=O)[O-],-4,11,x,1,x,x,x,8
CCCC1OC2CC3C4CCC5=CC(=O)C=CC5(C)C4C(O)CC3(C)C2(C(=O)O)O1 (configuration not stated),-19,-3,-2,-15,2,6,-7,0
COc1ccc(-c2ccc(-c3noc(-c4ccccc4C)n3)c(OC)n2)cc1,31,x,0,-9,-1,-9,3,3
CC(C)CC(/C(O)=C(\C#N)c1nc2ccccc2[nH]1)N1C(=O)c2ccccc2C1=O (configuration not stated),x,x,-28,0,2,x,-2,x
C[C@H](CO)N1C[C@H](C)[C@H](CN(C)C(=O)NC2CCCCC2)Oc2ncc(-c3cc4ccccc4o3)cc2C1=O,-20,11,-1,6,-3,-6,-4,-11
Cc1cc2c(c(=O)n1Cc1ccc3c(c1)OCO3)C(c1cccnc1)C(C#N)=C(N)O2 (configuration not stated),x,32,-1,-4,3,3,3,x
Cc1ccc(NC(=O)CN2C(=O)NC3(CCCCC3C)C2=O)cc1S(=O)(=O)N1CCCCC1 (configuration not stated),-25,13,-1,2,0,-11,-30,-7

# Look-ups from above:
# In LGR2 inh, Cc1ccc(NC(=O)CN2C(=O)NC3(CCCCC3C)C2=O)cc1S(=O)(=O)N1CCCCC1 (configuration not stated) shows -7
# In C2C12 statin, CO[C@H]1CN(C)C(=O)c2ccc(NC(=O)Nc3ccc(Cl)cc3)cc2OC[C@H](C)N(C)C[C@H]1C shows -25

# Some of these compounds in order of length of the SMILES, low to high:
SMILES,GSIS activator,PAX8 inh HTS,PglD DTNB,ARNT TACC3 PPI,Cneo AK release,C2C12 statin,PGC1a acetyl inh,LGR2 inh
C=CCN(CC=C)CCOc1ccccc1[N+](=O)[O-],-4,11,x,1,x,x,x,8
Cc1ccc(NC(=O)CN2C(=O)NC3(CCCCC3C)C2=O)cc1S(=O)(=O)N1CCCCC1 (configuration not stated),-25,13,-1,2,0,-11,-30,-7
CO[C@H]1CN(C)C(=O)c2ccc(NC(=O)Nc3ccc(Cl)cc3)cc2OC[C@H](C)N(C)C[C@H]1C,-1,9,-1,-4,-7,-25,x,3

# Full records, quoted from the list. Order of values: GSIS activator | PAX8 inh HTS | PglD DTNB | ARNT TACC3 PPI | Cneo AK release | C2C12 statin | PGC1a acetyl inh | LGR2 inh
# Profile of Cc1ccc(NC(=O)CN2C(=O)NC3(CCCCC3C)C2=O)cc1S(=O)(=O)N1CCCCC1 (configuration not stated) → -25 | 13 | -1 | 2 | 0 | -11 | -30 | -7
# Profile of C=CCN(CC=C)CCOc1ccccc1[N+](=O)[O-] → -4 | 11 | x | 1 | x | x | x | 8
# Profile of CCOC(=O)C1=C(C)N(c2nonc2NC(C)=O)C(N)=C(C#N)C1c1ccccc1F (configuration not stated) → x | x | 2 | -4 | 4 | -17 | 1 | x

# Remaining list, next part.
SMILES,GSIS activator,PAX8 inh HTS,PglD DTNB,ARNT TACC3 PPI,Cneo AK release,C2C12 statin,PGC1a acetyl inh,LGR2 inh
C/C(N)=C(/C#N)C(=O)COC(=O)C1CCC(C(C)(C)C)CC1 (configuration not stated),x,11,-1,-3,-3,-20,-3,x
CO[C@H]1CN(C)C(=O)c2cc(NC(=O)c3ccc(-c4ccccc4)cc3)ccc2OC[C@@H](C)NC[C@@H]1C,x,112*,0,1,1,-220,0,22
Cc1ccc2[nH]c3c(=O)[nH]ncc3c2c1,11,2,-2,-1,0,-26,43,7
O=C(CSc1ncnc2nc[nH]c12)Nc1ccc(Br)cc1Cl,3,5,x,-6,x,x,2,-8
NC(=O)CNC(=O)C1CCN(S(=O)(=O)c2ccc(-n3cnnn3)cc2)CC1,3,-8,-1,9,1,12,-1,-23
CCCC(=O)Nc1ccc2c(c1)C(=O)N(C)[C@@H]1CC[C@@H](CC(=O)O)O[C@H]1CO2,2,-3,14,10,56,-11,15,17
CCCC(=O)Nc1ccc2c(c1)OC[C@@H](C)N(CC1CCCC1)C[C@H](C)[C@@H](OC)CN(C)C2=O,3,4,2,-6,-2,4,5,-10
Nc1cc(C(=O)OCC(=O)NCCC2=CCCCC2)ccc1Cl,-8,1,-3,0,1,-23,23,21
COc1ccc(CN(C)C[C@H]2Oc3c(NC(=O)c4ccncc4)cccc3C(=O)N([C@H](C)CO)C[C@@H]2C)cc1,5,10,-2,-5,19,-12,-6,0

# Screening data (PubChem BioAssay)
